Compound activity deposited in PubChem BioAssay by several laboratories.
STK33 inh: human STK33 kinase inhibition; Q9BYT3; hit rate 0.073% among 320,000; inhibition, % at 10 µM; purified STK33, MBP phosphorylation, ADP-Glo luminescence;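 active = inhibition at or above 25%, using the most active replicate where run in duplicate; inactive = inhibition below 25%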
Kir21 inh: Kir2.1 (mouse) channel inhibition; B-score at 10 µM; hit rate 0.85% among 310,000; HEK293-Kir2.1, FluxOR thallium flux fluorescence; active compounds read low; AID 1672;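 active = fluorescence ratio B-score at or below minus 3 SD of library scores, with starting-brightness B-score within 2 SD, cut at about -4.2 in these data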;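 note: channel flux triggered by added potassium and thallium sulfate stimulus; B-score of peak minus minimum fluorescence over baseline after thallium stimulus; more negative B-score means stronger Kir2.1 block with less thallium influx; some compounds called inactive have numbers as strong as hits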
KCNQ2 block: KCNQ2 potassium channel inhibitors, primary screen, cell-based, CHO-K1, FluxOR thallium flux, B-score (AID 2156) | 20 min; active compounds read low | B-score at 10 µM | hit rate 1.1% among 310,000;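 active = fluorescence ratio B-score at most minus 3 library SDs, with starting brightness B-score within 2 library SDs, cut at about -5.5 in these data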
Target sequence (O88943 whole entry, looked up): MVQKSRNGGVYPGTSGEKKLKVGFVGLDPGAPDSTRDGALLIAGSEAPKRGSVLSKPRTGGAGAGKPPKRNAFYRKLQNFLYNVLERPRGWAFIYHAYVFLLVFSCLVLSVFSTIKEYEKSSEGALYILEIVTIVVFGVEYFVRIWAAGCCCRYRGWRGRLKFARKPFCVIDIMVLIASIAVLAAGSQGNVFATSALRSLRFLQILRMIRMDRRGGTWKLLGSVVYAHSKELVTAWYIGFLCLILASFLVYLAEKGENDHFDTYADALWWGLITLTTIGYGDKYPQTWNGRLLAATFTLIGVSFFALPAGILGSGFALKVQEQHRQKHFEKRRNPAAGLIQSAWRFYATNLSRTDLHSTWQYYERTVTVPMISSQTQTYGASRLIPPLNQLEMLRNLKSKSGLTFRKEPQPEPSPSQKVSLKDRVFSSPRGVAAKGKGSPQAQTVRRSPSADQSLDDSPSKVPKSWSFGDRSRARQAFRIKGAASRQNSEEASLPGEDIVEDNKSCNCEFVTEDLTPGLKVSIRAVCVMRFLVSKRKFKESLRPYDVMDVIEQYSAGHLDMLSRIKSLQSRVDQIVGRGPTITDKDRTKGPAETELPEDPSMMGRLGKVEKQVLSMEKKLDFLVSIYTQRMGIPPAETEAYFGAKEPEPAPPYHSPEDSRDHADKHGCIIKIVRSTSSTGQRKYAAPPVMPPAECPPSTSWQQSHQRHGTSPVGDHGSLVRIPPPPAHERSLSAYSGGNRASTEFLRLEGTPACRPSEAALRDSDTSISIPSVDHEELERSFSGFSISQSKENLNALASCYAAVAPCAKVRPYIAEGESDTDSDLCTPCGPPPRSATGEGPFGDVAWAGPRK
* marks the source's active call; other numbers are inactive results; i = inactive; . = no result given.

Sequence of screens: KCNQ2 block, Kir21 inh, STK33 inh
- CCn1ccnc1CN(C)Cc1c(C(=O)N2CCCCCCC2)nc2ccc(Cl)cn12
    i, 0.12, 0.1
- Cc1ccc(NC(=O)/C(=C\c2ccc([N+](=O)[O-])cc2)NC(=O)c2ccccc2)cc1
    i, 1.09, -0.4
- CCCCN(CCCC)c1cn[nH]c(=O)c1Cl
    i, 1.61, 0.9
- CCOC(=O)c1c(C)[nH]c(C(=O)O)c1C
    i, 2.21, -0.1
- O=C(CC1CC2CCC1C2)NCc1cccs1 (stereo not given)
    i, -1.37, -0.8
- Cc1cc(C(=O)CCC(=O)N(C)CC(=O)Nc2c(Cl)cccc2Cl)c(C)s1
    i, -1.06, -0.9
- O=C(CSc1nnc(-c2ccco2)c(-c2ccco2)n1)Nc1ccccc1
    i, -0.37, 2.5
- CCOn1c(=O)c(-c2ccc(Br)cc2)[n+]([O-])c2ccccc21
    i, -0.57, -0.7
- COc1cccc(-c2ccc(NC(=O)C3CCCN(Cc4ccc(CO)o4)C3)cc2)c1 (stereo not given)
    i, 0.31, -0.6
- Cc1cc(C)c(NC(=O)CSc2nnc(CNC(=O)c3ccco3)o2)c(C)c1
    i, -0.05, 3.1
- COc1ccccc1Oc1coc2c(CN3CCOCC3)c(O)ccc2c1=O
    i, -0.98, 0.1
- Cc1nnc(NC(=O)CSc2n[nH]c(-c3ccccc3C)n2)s1
    i, -0.83, -1.9
- O=C(Nc1ccc2ncccc2c1)c1cc(Cl)ccc1Cl
    i, 1.6, 2.3
- NC(N)=Nc1nc(-c2ccccc2)c2ccccc2n1
    i, -3.39, 5.2
- O=C(Nc1cccc2ccccc12)c1ccc([N+](=O)[O-])cc1
    i, -1.14, -0.2

New compounds follow
Sequence of screens: KCNQ2 block, Kir21 inh, STK33 inh
- CCCS(=O)(=O)c1c(S(=O)(=O)CCC)c2c(C)cccn2c1C(=O)N/N=C/c1cc(O)cc(O)c1
    i, 0.72, 0.3
- CCCCNC(=O)Nc1ccccc1Br
    i, -0.01, -0.6
- C=CCn1c(SCC(=O)Nc2sccc2C(N)=O)nc2ccccc2c1=O
    i, 1.09, -0.8
- CC(C)(CNC(=O)c1cccc(S(=O)(=O)Nc2ccc(Br)cc2)c1)N1CCOCC1
    i, 0.35, -0.1
- CC(C)N(Cc1c(O)ccc2c(=O)c(-c3ccc(Cl)cc3)coc12)C(C)C
    i, -0.86, -0.8
- Cc1ccc2nc(N/N=C/c3ccco3)cc(C)c2c1
    i, -0.41, 2.6
- O=C(Nc1ccc(S(=O)(=O)N2CCCCCC2)cc1)C1CCCO1 (stereo not given)
    i, 0.87, -2.0
- O=[N+]([O-])c1ccc(Cl)c2c1C1C=CCC1C(c1ccccn1)N2 (stereo not given)
    i, 1.45, .
- Nc1nnc(SCC(=O)Nc2ccc3c(c2)OCCO3)s1
    i, -0.26, -0.6
- Cc1ccc(N=CC2=C(O)CC(c3ccc(Cl)cc3)CC2=O)cc1 (stereo not given)
    i, 1.77, -2.6
- CCN1C(=O)[C@H]2[C@@H](c3ccc(-c4cccc(Cl)c4)cc3)N[C@@](Cc3ccccc3)(C(=O)OC)[C@H]2C1=O
    i, -0.98, 2.0
- COC(=O)c1c(NC(=O)C2CCCCC2)sc2c1CC(C)(C)NC2(C)C
    i, -0.48, -0.2
- Cc1ccc(CNC(=O)CNC(=O)[C@@H]2Cc3ccccc3CN2)cc1
    i, -1.58, 0.4
- Cn1c(SCC(=O)N/N=C/c2ccccn2)nnc1-c1ccccc1
    i, 0.72, -0.8
- Cc1cc(C(=O)O)ccc1NCc1cccnc1
    i, -1.8, 0.1

(listing goes on)
Sequence of screens: KCNQ2 block, Kir21 inh, STK33 inh
- O=C(CN1CCC(O)(c2ccccc2F)CC1)NCCc1c[nH]c2ccccc12
    i, 1.32, 0.2
- CCC(C)(C(=O)NC1CCCC1)N(C(=O)CNC(=O)c1ccccc1)c1c(C)n(C)n(-c2ccccc2)c1=O (stereo not given)
    i, -0.38, -0.4
- O=C1NC(c2ccc(Cl)cc2)=COc2ccccc21
    i, 0.23, -0.8
- N#CC1=C(c2ccc(-c3ccccc3)cc2)COC1=O
    -5.65*, -3.99, -3.0
- Cc1ccc(C(=O)Nc2sc3c(c2C(=O)O)CCCCC3)o1
    i, -2.17, -0.3
- CCOC(=O)C1=C(C)N=C2SCCC(=O)N2C1c1cc(Br)ccc1OC (stereo not given)
    i, -1.58, 0.4
- C/C(CC(=O)Nc1ccc(N(C)C)cc1)=N\NC(=O)c1ccccn1
    i, -1.73, 0.2
- COC(=O)C(CCSC)NC(=O)c1cc2c(n(-c3ccccc3)c1=O)CCCC2=O (stereo not given)
    i, 0.23, -1.3
- COC(=O)CN(c1cccc(C)c1)S(=O)(=O)c1ccccc1
    i, -3.58, -0.4
- Nc1ccc(C(=O)NCCCSc2ccccc2)cc1[N+](=O)[O-]
    i, -0.91, -1.1
- CN(Cc1ccccc1)C(=S)Nc1cccnc1
    i, 0.02, -0.6
- O=C(N/N=C/c1ccc(Cl)cc1)c1cc(-c2cccnc2)nc2ccccc12
    i, 0.26, -0.7
- O=C(/C=C/c1cccc([N+](=O)[O-])c1)c1ccc2c(c1)OCCO2
    i, 0.04, -1.2
- CC(C)C[C@@H]1NC(=O)[C@H](Cc2ccc(O)cc2)NC(=O)[C@H](CCC(N)=O)NC(=O)c2cc([N+](=O)[O-])cc(I)c2NCC[C@@H](C(N)=O)NC1=O
    i, 0.35, 0.6
- CN(C(=O)c1cncc(Br)c1)C1C2CC3CC(C2)CC1C3 (stereo not given)
    i, 0, -1.2

Reprinted at random: 3 records from the list.
Sequence of screens: KCNQ2 block, Kir21 inh, STK33 inh
- N#CC1=C(c2ccc(-c3ccccc3)cc2)COC1=O
    -5.65*, -3.99, -3.0
- O=C1NC(c2ccc(Cl)cc2)=COc2ccccc21
    i, 0.23, -0.8
- COC(=O)CN(c1cccc(C)c1)S(=O)(=O)c1ccccc1
    i, -3.58, -0.4

Carrying on:
Sequence of screens: KCNQ2 block, Kir21 inh, STK33 inh
- N#Cc1cn(Cc2cccc(Cl)c2)c2ccccc12
    i, -0.33, 1.1
- NS(=O)(=O)c1ccc(NC(=S)Nc2ccc(Br)c(Cl)c2)cc1
    i, 0.35, -1.7
- O=C(CCn1nc(-c2ccc(Cl)cc2)c2ccccc2c1=O)Nc1cccnc1
    i, -0.68, -0.1
- CS(=O)(=O)N1CCCC(C(=O)NCc2ccc(F)cc2)C1 (stereo not given)
    i, 0.94, -1.5
- O=C(CSc1ccc(-c2cccs2)nn1)NCCc1ccccc1
    i, 1.5, -0.9
- CCOc1ccccc1NC(=O)CSc1nc2nc(-c3cccs3)cc(C(F)(F)F)c2c(=O)[nH]1
    i, -3.47, 0.3
- Cc1ccc(NC2CCCN(C(=O)c3cn(C)c4ccccc34)C2)cc1C (stereo not given)
    i, -0.47, 0.1
- COc1ccc(OC)c2sc(N(CCN(C)C)C(=O)c3ccc4ccccc4c3)nc12
    i, 0.33, 0.8
- Cc1c(NC(=S)N/C(=N/S(=O)(=O)c2ccccc2)c2ccccc2)c(=O)n(-c2ccccc2)n1C
    i, 1.72, 0.4
- COCCNC(=O)C1CCN(S(=O)(=O)c2ccc3c(c2)OCCO3)CC1
    i, -0.41, 0.0
- CC(/C=N/NC(=O)c1ccc2nc(C)[nH]c2c1)=C\c1ccccc1
    i, -0.99, 0.0
- CC(=O)n1cc([C@H]2C=C(C(=O)NCc3ccccc3)O[C@@H](OCCCCO)C2)c2ccccc21
    i, -0.36, -1.0
- CCOC(=O)C(=NC(C)C)NNc1cc(Cl)ccc1Cl
    i, -1.6, -0.4
- CC(C)(C)c1ccc(C(=O)NNc2ccc(F)cc2F)cc1
    i, -0.03, -2.9
- CC(C)n1c(/N=C/c2ccccc2O)nc2ccccc21
    i, -1.43, 0.0

The list continues:
Sequence of screens: KCNQ2 block, Kir21 inh, STK33 inh
- CC(=O)N(C)c1nc(N)n(-c2ccccc2)n1
    i, -0.92, -0.7
- O=C(NCC1CCCO1)Nc1ccccc1 (stereo not given)
    i, 1.13, -0.1
- Cc1c(Br)c([N+](=O)[O-])nn1CC(=O)NCCc1ccc(Cl)cc1
    i, -0.01, -2.3
- NS(=O)(=O)c1cccc(NC(=O)Nc2ccccc2)c1
    i, 1.17, 0.9
- CCC1Nc2ccccc2-c2nnc(SC)nc2O1 (stereo not given)
    i, -2.76, -1.2
- COc1ccc(C(=O)Oc2ccc(C(=S)N3CCOCC3)cc2)cc1
    i, 0.39, 1.1
- CCn1c(=O)cc(OCC(=O)Nc2ccc3c(c2)OCCO3)c2ccccc21
    i, -0.28, 0.8
- O=C(c1ccc2c(c1)OCCO2)N1CCN(c2ccc([N+](=O)[O-])cc2)CC1
    i, 3.41, -0.9
- CCc1ccccc1NC(=O)Nc1cc(F)ccc1F
    i, -1.05, -0.5
- CCCNC(=O)c1ccc(N2CC3CC(C2)c2cccc(=O)n2C3)c(NC(=O)Nc2ccc(CC)cc2)c1 (stereo not given)
    i, -0.44, -0.6
- N#Cc1c(NC(=S)NC(=O)c2ccccc2)sc2c1CCCC2
    i, 0.82, 0.3
- CSc1nnc2c(n1)OC(c1ccsc1)N(C(C)=O)c1ccccc1-2 (stereo not given)
    i, 2.32, -0.8
- CC(C)OCCCNC(=O)C1CCN(S(=O)(=O)N2CCCC2)CC1
    i, -0.03, -0.9
- CC(=O)Nc1ccc(Nc2cc(N3CCOCC3)c3nonc3c2[N+](=O)[O-])cc1
    i, 0.02, -0.1
- COc1ccc(C(=O)Nc2ccncc2)c(OC)c1
    i, 1.67, 2.6

New compounds follow.
Sequence of screens: KCNQ2 block, Kir21 inh, STK33 inh
- Nc1ccc(C23CC4CC(CC(O)(C4)C2)C3)cc1
    i, -0.87, -0.5
- COc1cc(/C=C2\SC(=S)N(NC(=O)c3ccc(O)c(OC)c3)C2=O)ccc1O
    i, -0.52, 2.9
- CC(=O)Nc1c(-c2ccc(F)cc2)nc2ccccn12
    i, 0.76, 0.7
- CCOc1cc(/C=N/NC(=O)c2ccc3c(c2)OCCO3)cc(Br)c1O
    i, -0.32, 0.0
- O=C(O)c1ccc(OCC(O)Cn2cnc3ccccc32)cc1 (stereo not given)
    i, 0.62, -0.9
- COc1ccc(Cc2nc3ccc(C(=O)N4CCCCC4CCO)cc3o2)cc1 (stereo not given)
    i, 0.16, -0.8
- COc1cccc(/C=C/C(=O)OCC(=O)Nc2ccccc2Sc2ccccc2)c1
    i, -0.08, -0.9
- Brc1ccc(-c2csc(-c3ccncc3)n2)cc1
    i, 0.97, -1.4
- COc1ccccc1NS(=O)(=O)c1cccc(C(=O)N2CCCCCCC2)c1
    i, -0.84, -1.1
- CSc1ccc(CN2CCC(CO)(CCOc3ccccc3)CC2)cc1
    i, -5.84*, -0.8
- CCN(Cc1ccccc1)C(=O)c1ccc2c(=O)n3c(nc2c1)CCC3
    i, 0.37, .
- Cc1ccccc1NC(=O)c1onc2c1CCCC2
    i, 0.59, -1.5
- Cc1ccccc1C(=O)Nc1ccccc1N1CCN(C(=O)c2ccccc2)CC1
    i, -1.9, 0.9
- COc1ccc(CCN(C)C2CCCN(C(=O)CCC(F)(F)F)C2)cc1OC (stereo not given)
    i, -1.55, -0.2
- Cc1ccccc1-n1c(N)c(C(=O)Nc2ccc(F)cc2)sc1=S
    i, 0.38, 0.6

Further records
Sequence of screens: KCNQ2 block, Kir21 inh, STK33 inh
- COC(=O)c1[nH]c2ccc(Cl)cc2c1NC(=O)CN1CCc2cc(OC)c(OC)cc2C1
    i, -0.04, -0.8
- CC(=O)c1cccc(NC(=O)Cn2nc(-c3ccc(Cl)cc3)ccc2=O)c1
    i, 3.47, -0.3
- CCCNC(=O)c1n[nH]c(=O)c2ccccc12
    i, -2.06, 0.1
- O=C(Nc1ccc(Cl)cn1)C1CCCN(c2ncnc3c2nc2n3CCCCC2)C1 (stereo not given)
    i, 0.2, 1.7
- CCOc1ccccc1C(=O)NN1C(=O)CCC1=O
    i, 0.47, 0.2
- CCOC(=O)CN1C(=O)N[C@@H](CCc2ccccc2)[C@H](C(=O)OC)[C@H]1C
    i, 0.06, 0.3
- CSc1nc(C)cc(C)c1C#N
    i, 1.59, -2.5
- CC(=O)Nc1ccc2c(c1)nc1n2CCN(C(C)c2ccccc2)C1 (stereo not given)
    i, 0.66, -0.2
- CCOC(=O)Cc1csc(NC(=O)CC(C)(C)CC(=O)O)n1
    i, -1.15, -1.6
- C=CCOc1nc2c(c(=O)n(Cc3ccc(Cl)c(Cl)c3)c(=O)n2C)n1C
    i, -0.47, -1.7
- Cc1ccc(/C=C/C(=O)Nc2cccc(S(=O)(=O)N3CCOCC3)c2)o1
    i, 0.81, 0.2
- O=C(Nc1cccc(-c2nc3cccnc3s2)c1)c1ccco1
    i, -0.67, 5.5
- Cc1ccc(C)c(NC(=S)N2CCN(S(C)(=O)=O)CC2)c1
    i, -0.54, -0.4
- CCOc1ccc(CNC(=O)CCCn2ccc3cc(S(=O)(=O)N4CCCC4)ccc32)cc1
    i, -0.7, 0.2
- Cc1cccc(NC(=O)CSc2nnc(NC(=O)CN3CCOCC3)s2)c1
    i, 0.04, 1.1

Part of the list above, bar-delimited:
Molecule | KCNQ2 block | Kir21 inh | STK33 inh
CCOc1cc(/C=N/NC(=O)c2ccc3c(c2)OCCO3)cc(Br)c1O | i | -0.32 | 0.0
O=C(O)c1ccc(OCC(O)Cn2cnc3ccccc32)cc1 (stereo not given) | i | 0.62 | -0.9

Additional compounds
Sequence of screens: KCNQ2 block, Kir21 inh, STK33 inh
- COC(=O)Nc1nnc(-c2ccncc2)s1
    i, 0.72, 0.3
- Cc1cc(NCCCn2ccnc2)n2ncc(-c3ccc(Cl)cc3)c2n1
    i, -4.48, 18.1
- CCCCc1ccc(/C=C2\C(=O)c3ccccc3C(O)=C2C(=O)OCC)cc1
    i, -0.62, 1.1
- COc1cccc(NC(=O)CSc2nnc3c(n2)[nH]c2ccc(C)cc23)c1
    i, 0.56, -2.4
